Assay outcomes as filed in PubChem.
DT40 TDP1 no CPT: qHTS for Inhibitors of human tyrosyl-DNA phosphodiesterase 1 (TDP1): qHTS in cells in absence of CPT | DT40 Tdp1-/- hTDP1 cells, no CPT, ATP luminescence, 48 h | Potency, µM (highest dose often 46.2 µM), for the others: top-dose activity change, negative = growth inhibition, usual class: inhibitors | 420,000 tested, 15% active | AID 686978, 2013; note: nearly all actives have a fitted effect of over 55% in size
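Cells were dispensed at 400 per well, compounds added by pin tool, plates incubated ≥48 hr at 37 °C, then CellTiter-Glo added for 30 min at room temperature before luminescence reading. Line: DT40 Tdp1-/- complemented with hTDP1; camptothecin omitted.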
TDP1 cell CPT: growth inhibition of DT40 Tdp1-/-;hTDP1 cells with camptothecin (screen for TDP1 inhibitors); chicken DT40 Tdp1-/-;hTDP1 cells + 20 nM CPT, ATP luminescence, 48 h; Potency, µM (doses to about 46.2 µM), without a hit: top-dose activity change, negative = growth inhibition, hits mostly inhibitors; 420,000 tested, 12% active; AID 686979; note: nearly all actives have a fitted effect of over 55% in size
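Chicken DT40 Tdp1-/- cells complemented with human TDP1, 400 cells/well, exposed to compounds plus 20 nM camptothecin for at least 48 h at 37 C; viability read as ATP content by CellTiter-Glo luminescence.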
GCN5L2 inh: inhibitors of human GCN5L2 histone acetyltransferase; 390,000 tested, 0.21% active; Potency, µM (series often up to 58.9 µM), inactives show top-dose activity change, negative = inhibition, hits mostly inhibitors; GCN5L2 HAT assay, ThioGlo1 CoA-SH fluorescence; Q92830
Target sequence (Q92830 whole entry, looked up): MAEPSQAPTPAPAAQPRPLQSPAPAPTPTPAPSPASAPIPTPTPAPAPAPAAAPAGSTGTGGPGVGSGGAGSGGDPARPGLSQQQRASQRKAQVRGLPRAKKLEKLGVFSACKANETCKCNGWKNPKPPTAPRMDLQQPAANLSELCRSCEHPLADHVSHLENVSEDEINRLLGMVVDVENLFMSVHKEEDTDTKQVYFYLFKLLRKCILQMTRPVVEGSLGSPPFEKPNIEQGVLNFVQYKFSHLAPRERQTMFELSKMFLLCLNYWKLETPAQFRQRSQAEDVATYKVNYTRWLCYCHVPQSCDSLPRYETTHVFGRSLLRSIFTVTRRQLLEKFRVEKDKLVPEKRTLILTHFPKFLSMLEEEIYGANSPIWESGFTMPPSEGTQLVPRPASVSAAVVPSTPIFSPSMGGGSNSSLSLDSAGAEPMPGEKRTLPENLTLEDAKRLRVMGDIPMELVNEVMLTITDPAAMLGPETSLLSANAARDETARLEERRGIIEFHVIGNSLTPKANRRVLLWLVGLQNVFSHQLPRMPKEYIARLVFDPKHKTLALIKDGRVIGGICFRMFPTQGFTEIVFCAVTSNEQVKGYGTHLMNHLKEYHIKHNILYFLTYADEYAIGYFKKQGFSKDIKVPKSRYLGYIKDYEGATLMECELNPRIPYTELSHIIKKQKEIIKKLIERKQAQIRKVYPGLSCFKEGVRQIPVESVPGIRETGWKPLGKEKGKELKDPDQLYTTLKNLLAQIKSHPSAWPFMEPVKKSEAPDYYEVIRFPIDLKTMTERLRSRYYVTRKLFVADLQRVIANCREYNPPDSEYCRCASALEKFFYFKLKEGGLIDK
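Fluorescence readout, Ex340nm/Em540nm: ThioGlo1 (50uM final) reacts with free CoA thiol released as 20nM GCN5L2 acetylates H3(1-25) peptide (75uM) using acetyl-CoA (70uM). Compound and enzyme sat 15 min beforehand; 20 min room-temperature reaction.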
* marks the source's active call; other numbers are inactive results; ? = inconclusive; . = not tested or not shown; [ ] = dose if it differs, or a comment. Calls come from the whole dose curve; as a rule, active = well fitted curve in the direction sought with a large enough effect; inconclusive = small, poorly fitted or top-dose-only effect, or another doubt; inactive = no such curve, though single readings can be large; an effect the other way counts as inactive or inconclusive. % is set by controls: 0 for no effect and ±100 for the full control effect; potency is the fitted concentration of half-maximal effect. Only part of the results is shown, so the mix of outcomes need not match the whole.

SMILES	DT40 TDP1 no CPT	TDP1 cell CPT	GCN5L2 inh
COCCN(C(=O)CSCC(=O)Nc1cccc(C)c1)c1c(N)n(Cc2ccccc2)c(=O)[nH]c1=O	33%[activator]	8%	-5%
O=CNCc1nc2ccccc2n1CCCc1ccccc1	-26%	-15%	-3%
CCOC(=O)C1=NOC(CNC(=O)C2=NOC(CNC(=O)c3c(-c4ccccc4Cl)noc3C)C2)C1 (centres undefined)	6%	7%	-2%
CC1=NNC(=O)C1Cc1c(Cl)cccc1Cl (centres undefined)	-29%	8%	.
COc1cc2c(=O)c(S(=O)(=O)c3ccccc3)cn(CC(=O)Nc3ccccc3C)c2cc1OC	0%	-5%	-6%
CC(C)C12CN3CC(C(C)C)(CN(C1)C3c1ccccc1O)C2=O (centres undefined)	?	?	1%
CCCNC(=O)C1(C)CCCN(C(=O)c2ccccc2F)C1 (centres undefined)	1%	5%	.
CC(=O)c1c(C)[nH]c2ccc(OCC(O)CNCCc3ccccc3)cc12 (centres undefined)	16µM*	?	.
Cc1ccc(NC(=O)COC(=O)C2CC3CCCC(C2)C3=O)c([N+](=O)[O-])c1 (centres undefined)	6%	-2%	-1%
CCOC(=O)c1c(C)[nH]c(C(=O)OCC(=O)c2ccc3c(c2)NC(=O)CO3)c1C	-22%	-23%	2%
COCCNC(=S)N=Nc1c(O)[nH]c2ccc([N+](=O)[O-])cc12	?	7%	-7%
O=C(Nc1c(-c2ccccc2)[nH][nH]c1=O)c1ccc2c(c1)OCO2	-9%	3%	.
COc1ccc(N)cc1C#N	-3%	?	-3%
CC1(C2CC2)NC(=O)N(CC(=O)N2CCN(S(=O)(=O)c3ccc(F)c(F)c3)CC2)C1=O (centres undefined)	?	-11%	0%
COc1ccc(CN2C(=O)c3ccccc3C2=O)cc1C(=O)N(C)CC(=O)Nc1ccc(C)cc1	-9%	-27%	.
CCOc1cc(N2CCOCC2)c(OCC)cc1NC(=O)C1=COCCO1	?	?	-5%
Cc1ccc(NC(=O)C2=C(O)CCn3c2nc2ccccc23)cc1	?	?	0%
O=C(Cc1ccccn1)Nc1ccccc1	-3%	-9%	-2%
COCCCNC(=O)Cn1c(=O)n(-c2cccc(C)c2)c(=O)c2c1c1cc(C)ccc1n2C	?	-23%	2%
CCN(CC)C(=O)c1ccc(S(=O)(=O)Cc2ccc(C)cc2)c([N+](=O)[O-])c1	?	?	-6%
O=C(CN1C(=O)c2cccc3cccc1c23)NCc1ccc2c(c1)OCO2	-14%	-7%	-9%
COc1ccc(CNC(=O)c2cc3c(=O)n(Cc4cccs4)ccc3nc2C)cc1	-28%	?	-16%
Cc1n[nH]c(C)c1S(=O)(=O)N(CC(=O)NCc1ccccc1Cl)c1ccc(C(C)C)cc1	16µM*	?	-15%
COc1ccc(NC2CS(=O)(=O)CC2OC(=O)c2ccc(F)cc2)cc1 (centres undefined)	-14%	?	4%
Cc1cc(C)n(-c2cc(N3CCN(C(=O)c4cccc(F)c4)CC3)ccc2[N+](=O)[O-])n1	-23%	-19%	-1%

13 structures from above, ordered by heavy-atom count, ascending:
SMILES	DT40 TDP1 no CPT	TDP1 cell CPT	GCN5L2 inh
COc1ccc(N)cc1C#N	-3%	?	-3%
CC1=NNC(=O)C1Cc1c(Cl)cccc1Cl (centres undefined)	-29%	8%	.
CCCNC(=O)C1(C)CCCN(C(=O)c2ccccc2F)C1 (centres undefined)	1%	5%	.
O=C(Nc1c(-c2ccccc2)[nH][nH]c1=O)c1ccc2c(c1)OCO2	-9%	3%	.
COc1ccc(NC2CS(=O)(=O)CC2OC(=O)c2ccc(F)cc2)cc1 (centres undefined)	-14%	?	4%
O=C(CN1C(=O)c2cccc3cccc1c23)NCc1ccc2c(c1)OCO2	-14%	-7%	-9%
CCOC(=O)c1c(C)[nH]c(C(=O)OCC(=O)c2ccc3c(c2)NC(=O)CO3)c1C	-22%	-23%	2%
COc1ccc(CNC(=O)c2cc3c(=O)n(Cc4cccs4)ccc3nc2C)cc1	-28%	?	-16%
Cc1cc(C)n(-c2cc(N3CCN(C(=O)c4cccc(F)c4)CC3)ccc2[N+](=O)[O-])n1	-23%	-19%	-1%
Cc1n[nH]c(C)c1S(=O)(=O)N(CC(=O)NCc1ccccc1Cl)c1ccc(C(C)C)cc1	16µM*	?	-15%
COCCCNC(=O)Cn1c(=O)n(-c2cccc(C)c2)c(=O)c2c1c1cc(C)ccc1n2C	?	-23%	2%
COc1ccc(CN2C(=O)c3ccccc3C2=O)cc1C(=O)N(C)CC(=O)Nc1ccc(C)cc1	-9%	-27%	.
CCOC(=O)C1=NOC(CNC(=O)C2=NOC(CNC(=O)c3c(-c4ccccc4Cl)noc3C)C2)C1 (centres undefined)	6%	7%	-2%

Remaining list, next part
SMILES	DT40 TDP1 no CPT	TDP1 cell CPT	GCN5L2 inh
CN(/N=C/c1cc(Br)cc(Br)c1O)c1ccccc1	3%	2%	1%
CCc1ccc(/C=C2\SC(=S)N(CCC(=O)N3CCN(C)CC3)C2=O)cc1	?	-21%	13%
Cc1ccc(Cl)c(OCC(=O)Nc2cccnc2)c1	4%	0%	-6%
Cc1ccc(C)c(OCc2cc(C(=O)N3CCN(C4CCCCC4)CC3)no2)c1	?	?	.
Cc1ccc(CNC(=O)CN2C(C)CCCC2C)cc1 (centres undefined)	1%	0%	-1%
COCCn1c(CNC(=O)c2cc(OC)c(OC)c(OC)c2)nc2cccnc21	-13%	-18%	-2%
S=C(Nc1ccc(Cl)cc1)Nc1ccc2cn[nH]c2c1	?	-29%	2%
OC(COC(c1ccc(Cl)cc1)c1ccc(Cl)cc1)CN1CCc2ccccc2C1 (centres undefined)	?	?	-10%
CCN(c1ccccc1)S(=O)(=O)c1ccc(Cl)c(NC(=O)COC(=O)c2ccc(Cl)c(N)c2)c1	?	8%	-5%
CCN(CC)S(=O)(=O)c1cccc(C(=O)NNC(=O)C2=NN(c3ccccc3)C(=O)CC2)c1	4%	-2%	-6%
CCCCNC(=O)Nc1nnc(-c2ccc(OCC)cc2)o1	?	?	-5%
COCCN(C(=S)Nc1cccc(C)c1)C(C)c1cccnc1 (centres undefined)	0%	4%	-1%
COc1cc(C(=O)NCc2nnc(SCC(=O)NC3CCCCC3)o2)cc(OC)c1OC	8%	2%	-1%
CC(=O)COc1ccc2c(-c3ccccc3)cc(=O)oc2c1C	?	0%	-10%
CCOC(=O)c1cc(-c2ccccc2)sc1NC(=O)c1cc(OC)c(OC)c(OC)c1	18µM*	?	-1%
CC(C)NC(=O)c1cc2c(Cl)nc3ccccc3c2s1	?	-27%	-1%
COc1ccccc1CNc1ccccc1F	-19%	?	15%
CCNC(=O)C1(C)CCCN1Cc1c(F)cccc1F (centres undefined)	16µM*	?	.
COCC(=O)NCCc1nc2ccccc2[nH]1	-3%	5%	2%
CC1(C)O[C@@H]2C[C@H]3[C@@H]4CCC5=CC(=O)CC[C@]5(C)[C@@]4(F)[C@@H](O)C[C@]3(C)[C@]2(C(=O)CCl)O1	-22%	-8%	2%
CCOC(=O)C1=C(CN2CCN(C(=O)c3ccco3)CC2)NC(=O)NC1c1ccc(F)cc1 (centres undefined)	5%	-18%	0%
Cn1nc(C(=O)NNC(=O)c2cccc(Cl)c2)c2ccccc2c1=O	14%	-1%	-1%
COc1ccc(F)cc1-c1cc(C(=O)NCc2ccc(F)cc2)[nH]n1	-27%	?	.
Cc1noc(C)c1C(=O)Nc1ccc2c(c1)CCC2	0%	-26%	.
CCOc1ccc(NC(=O)C2CCN(S(=O)(=O)c3ccc4c(c3)C(C)(C)C(=O)N4C)CC2)cc1	-20%	4%	3%
More records follow.
SMILES	DT40 TDP1 no CPT	TDP1 cell CPT	GCN5L2 inh
COc1cccc(C(=O)c2sc(Nc3ccc(C)cc3C)c(S(=O)(=O)c3ccccc3)c2N)c1	-30%	-10%	-10%
CC(C)(C)C(=O)N1CCN(c2nc3c(F)cccc3s2)CC1	16µM*	16µM*	0%
COc1ccc(/C=C(\NC(=O)c2ccccc2)C(=O)N2CCN(C)CC2)cc1OC	2%	1%	1%
CCn1nc(C(=O)NNC(=O)C2CSC3(C)CCC(=O)N23)c2ccccc2c1=O (centres undefined)	-10%	1%	-5%
COc1cccc(OC)c1NC(=O)C1CCCN1C(=O)Nc1ccccc1Cl (centres undefined)	-5%	?	-3%
COc1cc(NC(=O)CSc2nc3ncccc3o2)cc(OC)c1	?	?	7%
CC1(C)Cc2nc(NC3CCCCC3)c(C#N)cc2CO1	23µM*	?	1%
CCOC(=O)C1=C(C)NC(=S)N(C(C)=O)C1c1ccc(OC)c(OC)c1 (centres undefined)	-3%	11%	-13%
CCCCn1c(N)c(N(CC(C)C)C(=O)c2ccc(-c3ccc(Cl)cc3)o2)c(=O)[nH]c1=O	?	?	0%
O=C(Nc1cccc(C(=O)Nc2ccccc2F)c1)c1ccccc1	23µM*	?	-7%
CC1=C(C(=O)N(C)C)CC(CC(=O)NCCc2ccccn2)C(=O)N1Cc1ccc(F)cc1 (centres undefined)	?	0%	.
Cc1cccc(-n2c3nc(=O)n(C)c(=O)c-3cc3c(Cl)cccc32)c1C	-2%	6%	-4%
Cc1nc2scc(-c3ccccc3)c2c(=O)o1	-18%	-7%	-7%
O=C1NC[C@H](Cc2ccccc2)N(CC2CCN(CCc3ccc(-c4ccccc4)cc3)CC2)C1=O	16µM*	21µM*	.
Cc1scc(-c2n[nH]c(=S)n2Cc2ccccc2)c1C	-5%	-23%	-1%
CN1CCN(S(=O)(=O)c2ccc3c(c2)oc(=O)n3C)CC1	1%	-3%	?
Cc1cc(C)cc(Cn2cc(CN3CC(N4CCN(CCN(C)C)CC4)CS3(=O)=O)nn2)c1 (centres undefined)	-13%	-1%	.
COc1ccc(C(=O)N/C(=C/c2cccnc2)C(=O)N2CCCCCC2)cc1OC	4%	-10%	-6%
CCOC(=O)C1C(=O)OC(C)(C)C1C(CC)C(=O)c1ccccc1 (centres undefined)	-4%	10%	18%
Cc1cc(=O)[nH]c(N/N=C/c2c(C)nn(-c3ccccc3)c2C)n1	?	?	1%
Cc1ccccc1-n1c(C)cc(/C=C(\C#N)C(=O)NCC2CCCO2)c1C (centres undefined)	12µM*	?	-10%
Oc1ccc(/C=N/Nc2ccccc2)cc1	?	?	-14%
CCCc1cc(=O)oc2cc(OCC(=O)NC(Cc3ccc(Cl)cc3)C(=O)O)ccc12 (centres undefined)	1%	-12%	-3%
COc1ccc(OC)c(NC(=O)CN(C)CC(=O)Nc2ccccc2Cl)c1	?	?	3%
Cc1cc(CN(C)C(=O)C2CCC(=O)N(CCc3ccccc3)C2)n[nH]1 (centres undefined)	-21%	1%	-2%

Entries of single compounds, looked up by structure:
COCC(=O)NCCc1nc2ccccc2[nH]1 across the screens: DT40 TDP1 no CPT: -3%; TDP1 cell CPT: 5%; GCN5L2 inh: 2%
COc1ccccc1CNc1ccccc1F across the screens: DT40 TDP1 no CPT: -19%; TDP1 cell CPT: ?; GCN5L2 inh: 15%

Next entries:
SMILES	DT40 TDP1 no CPT	TDP1 cell CPT	GCN5L2 inh
COc1ccc([N+](=O)[O-])cc1NS(=O)(=O)c1cccc(C(=O)NCCCN2CCCC2=O)c1	-2%	-6%	0%
COc1ccc(NC(=S)Nc2ccccn2)c(OC)c1	?	?	-11%
CCCCOc1ccc(-n2nc(C)cc2C)nn1	-7%	-8%	-5%
O=c1[nH]nc(-c2ccc(NCCO)c([N+](=O)[O-])c2)c2ccccc12	?	-17%	-16%
CCOC(=O)c1nn(-c2ccccc2)c(=O)c2c(NC(C)=O)scc12	-20%	-8%	-2%
CO[C@H]1CN(C)C(=O)c2cc(NC(=O)C3CCCC3)ccc2OC[C@@H](C)NC[C@H]1C	2%	17%	.
CCOC(=O)N1CCC(N2CCN(CCC(C)C)C(CCO)C2)CC1 (centres undefined)	-1%	7%	2%
CCOC(=O)[C@]12CCC=C1N(CCC1=CCCCC1)C(=O)[C@H](CC(=O)NCCc1ccccc1OC)C2	?	?	.
Cc1cccc(NC(=O)CN2C(=O)c3cccc4cccc2c34)c1C	-14%	0%	-14%
Cc1cc(NC(=O)CN(C)CC(=O)Nc2ccc(Cl)cc2)no1	?	?	-5%
CCOC(=O)Cc1csc(NC(=O)CC(C)(C)C)n1	-27%	-16%	-3%
Cc1cc(C)cc(NC(=O)Cc2noc3ccccc23)c1	-10%	-19%	-8%
N#Cc1ccc(C(=O)Nc2cc(S(=O)(=O)N3CCOCC3)ccc2N2CCCC2)cc1	-17%	-3%	-4%
CC(C)N1CCN(Cc2ccsc2)CC1CCO (centres undefined)	-4%	-6%	-11%
